Screening data from PubChem BioAssay.
H69AR growth 86K = blocks growth of human H69AR lung tumor cells. H69AR lung tumor viability, ATP luminescence, 72 h; active compounds read low. hit rate 6% among 85,000. viability, % at 10 µM. AID 598;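 active = viability at or below 40%; inactive = viability above 40%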;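 also: multidrug resistant small cell line overexpressing MRP-1 efflux transporter; 100% = mean luminescence of untreated control wells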
PostGolgi ctrl = inhibits growth of the yeast control strain. inhibition, % at 10 µM. hit rate 5% among 98,000. efflux-deficient yeast background strain, growth absorbance A615, 16 h
Lung fibro prol = blocks proliferation of human lung fibroblasts; LL 47 human lung fibroblast viability, ATP luminescence; active compounds read low; viability, % at 10 µM; hit rate 1.1% among 85,000;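 active = viability at or below 50% in the single dose screen; inactive = viability above 50%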;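 also: compound exposure lasted 72 h before the ATP readout; 100% = median luminescence of untreated cell-only wells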
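material = human LL 47 lung fibroblast cells | dosing = compounds added from tenfold dosing solution, 0.1% DMSO final | timing = overnight cell rest, 72 h compound treatment at 37 °C | measured by = CellTiter-Glo luminescence measuring cellular ATP | evaluation = % viability versus median cells-only luminescence | control set = cell-only wells, no compound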
S1P2 ag = activates the human S1P2 receptor | O95136 | activation, % at 4.5 µM | AID 729 | hit rate 0.46% among 97,000 | S1P2-expressing cell line, agonist reporter read-out; in the data active = activation above about 16%;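 also: 0% = vehicle low control and 100% = maximal reference agonist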
Target sequence (O95136 whole entry, looked up): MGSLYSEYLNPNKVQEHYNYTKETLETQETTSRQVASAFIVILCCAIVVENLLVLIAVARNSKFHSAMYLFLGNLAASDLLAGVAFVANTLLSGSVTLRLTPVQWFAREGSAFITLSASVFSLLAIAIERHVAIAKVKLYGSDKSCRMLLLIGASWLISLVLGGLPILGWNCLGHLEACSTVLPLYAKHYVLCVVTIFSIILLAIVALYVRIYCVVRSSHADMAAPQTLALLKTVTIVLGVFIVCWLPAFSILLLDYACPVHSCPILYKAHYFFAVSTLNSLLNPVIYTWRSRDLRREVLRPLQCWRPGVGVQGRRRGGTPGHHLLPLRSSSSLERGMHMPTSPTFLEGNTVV
PostGolgi yeast = growth inhibition of a yeast mutant, post-Golgi transport screen; hit rate 0.9% among 98,000; inhibition, % at 10 µM; AID 739; post-Golgi transport phenotypic cell assay;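 also: yeast cells grown in 1536-well plates; yeast grown about 18 h at 30C before absorbance read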
HUVEC prolif 384 = human endothelial cell proliferation inhibition. HUVEC proliferation, CellTiter-Glo luminescence, 72 h; active compounds read low. viability, % at 10 µM (by protocol). hit rate 1.1% among 86,000;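 active = viability at or below 30%; inactive = viability above 30%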;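 also: 100% = median luminescence of DMSO-only cell control wells on each plate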
S1P2 blocker = S1P2 (human) receptor antagonism. AID 736. O95136. hit rate 0.21% among 97,000. inhibition, % at 5 µM. cell-based S1P2 antagonist assay, inhibition at 5 uM; in the data active = inhibition above about 45%;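 also: CRE beta-lactamase reporter cells expressing human S1P2 stimulated with S1P; 0% = agonist at EC80 alone and 100% = agonist plus reference antagonist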
E coli WT exp = E. coli BW25113 growth inhibition, expanded screen; OD600 absorbance; growth inhibition, % at 100 µM; hit rate 0.15% among 98,000; AID 710;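 active = growth inhibition above about 50% at one test dose, limit read from the data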;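 also: growth measured after 20 h incubation at 37 °C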
DAT uptake mod = changed human dopamine transporter uptake under cocaine IC80 | LLC-PK1 hDAT cells, [14C]-dopamine uptake with cocaine IC80; actives deviate in either direction | B-score at 10 µM | hit rate 1.3% among 110,000;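 active = Z score or B-score, a plate-position-corrected score, falls beyond the plate's 99.7% confidence bounds, in either direction; inactive = both scores lie inside the 99.7% bounds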;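 also: scored against the spread of the other compound wells on the same plate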
Target sequence (Q01959 whole entry, looked up): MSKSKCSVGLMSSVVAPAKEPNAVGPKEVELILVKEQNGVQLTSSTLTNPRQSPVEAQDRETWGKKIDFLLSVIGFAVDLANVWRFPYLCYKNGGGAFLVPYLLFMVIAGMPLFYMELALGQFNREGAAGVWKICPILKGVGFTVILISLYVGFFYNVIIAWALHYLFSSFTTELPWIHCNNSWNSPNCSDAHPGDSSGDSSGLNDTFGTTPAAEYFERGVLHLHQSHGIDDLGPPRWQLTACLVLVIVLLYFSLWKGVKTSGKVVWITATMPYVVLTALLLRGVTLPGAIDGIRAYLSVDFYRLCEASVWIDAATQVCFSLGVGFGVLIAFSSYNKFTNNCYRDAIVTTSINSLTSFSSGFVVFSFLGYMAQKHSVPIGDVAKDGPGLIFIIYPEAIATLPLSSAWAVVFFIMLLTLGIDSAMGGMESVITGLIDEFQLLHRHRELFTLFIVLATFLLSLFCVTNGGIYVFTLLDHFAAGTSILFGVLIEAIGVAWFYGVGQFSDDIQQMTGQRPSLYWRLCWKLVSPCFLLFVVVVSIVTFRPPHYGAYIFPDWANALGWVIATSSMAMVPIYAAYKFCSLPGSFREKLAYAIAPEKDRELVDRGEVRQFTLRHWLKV
Starred values were filed as active, the others as inactive; / = not tested or not shown. Rule as the data show it, unless noted: active = inhibition above about 30%; inactive = the rest.

Molecule | H69AR growth 86K | PostGolgi ctrl | Lung fibro prol | S1P2 ag | PostGolgi yeast | HUVEC prolif 384 | S1P2 blocker | E coli WT exp | DAT uptake mod
Cc1nn(Cc2ccc(C(=O)N3N=C(C(F)F)CC3(O)C(F)F)cc2)c(C)c1[N+](=O)[O-] (configuration not stated) | / | 4 | / | -5 | 3 | / | -5 | 9 | 0.58
CCOc1ccccc1NC(=O)Cn1c(C)cc(COC)c(C#N)c1=O | 87 | -1 | 92 | -2 | 8 | 87 | 16 | 3 | 0.23
Cc1ccc(-c2cc(C(F)F)n3ncc(C(=O)N4CCN5CCCC5C4)c3n2)cc1 (configuration not stated) | 79 | 1 | 89 | -6 | 1 | 68 | 6 | 8 | 0.36
O=C1Nc2ccc([N+](=O)[O-])cc2C1(O)N1CCCCCC1 (configuration not stated) | / | 20 | / | -6 | 15 | / | -13 | 0 | 0.56
CCOCCn1c(SCc2c(F)cccc2Cl)nc2c1c(=O)[nH]c(=O)n2C | 80 | 3 | 97 | -4 | 3 | 95 | 2 | -3 | -0.25
Cc1sc(NC(=O)c2ccco2)c(C(c2cccnc2)N2CCC(C)CC2)c1C (configuration not stated) | 83 | 41* | 87 | -3 | 86* | 90 | -3 | -1 | 0.6
C=CCNC(=O)NC(=O)COC(=O)/C(C#N)=C/c1cc(C)n(CCC(C)C)c1C | 91 | 2 | 100 | -4 | 8 | 82 | 4 | -14 | 0.93
Cc1ccccc1-n1nc2c(c1NC(=O)c1cccc(F)c1)CS(=O)C2 (configuration not stated) | 65 | 0 | 101 | -5 | 3 | 102 | 8 | 1 | 0.1
CCOCCn1c(N(C)Cc2ccccc2)nc2c1c(=O)[nH]c(=O)n2C | 85 | 13 | 94 | / | -5 | 86 | / | -7 | 0.2
O=C(CSCc1ccccc1)NC1CCSC1=O (configuration not stated) | / | 14 | 104 | -3 | -4 | 93 | 3 | 5 | 0.018
COc1cccc(C2CC(c3ccccc3Cl)Nc3ncnn32)c1 (configuration not stated) | 41 | / | 95 | -10 | / | 91 | 18 | / | /
O=C(NCCO)c1ccc2[nH]c3c(c2c1)CCCC3 | 103 | 4 | 92 | -6 | 3 | 98 | 12 | -3 | -1.1

Six compounds drawn at random from the list so far, as already listed:
Molecule | H69AR growth 86K | PostGolgi ctrl | Lung fibro prol | S1P2 ag | PostGolgi yeast | HUVEC prolif 384 | S1P2 blocker | E coli WT exp | DAT uptake mod
O=C(CSCc1ccccc1)NC1CCSC1=O (configuration not stated) | / | 14 | 104 | -3 | -4 | 93 | 3 | 5 | 0.018
O=C1Nc2ccc([N+](=O)[O-])cc2C1(O)N1CCCCCC1 (configuration not stated) | / | 20 | / | -6 | 15 | / | -13 | 0 | 0.56
CCOCCn1c(N(C)Cc2ccccc2)nc2c1c(=O)[nH]c(=O)n2C | 85 | 13 | 94 | / | -5 | 86 | / | -7 | 0.2
Cc1nn(Cc2ccc(C(=O)N3N=C(C(F)F)CC3(O)C(F)F)cc2)c(C)c1[N+](=O)[O-] (configuration not stated) | / | 4 | / | -5 | 3 | / | -5 | 9 | 0.58
O=C(NCCO)c1ccc2[nH]c3c(c2c1)CCCC3 | 103 | 4 | 92 | -6 | 3 | 98 | 12 | -3 | -1.1
COc1cccc(C2CC(c3ccccc3Cl)Nc3ncnn32)c1 (configuration not stated) | 41 | / | 95 | -10 | / | 91 | 18 | / | /

Carrying on:
Molecule | H69AR growth 86K | PostGolgi ctrl | Lung fibro prol | S1P2 ag | PostGolgi yeast | HUVEC prolif 384 | S1P2 blocker | E coli WT exp | DAT uptake mod
Cc1ccc(NC(=O)c2ccc(CN3CCc4ccccc4C3)cc2)cc1 | / | 13 | / | -4 | -4 | / | -7 | -7 | /
COc1ccc(C/C(N)=N/n2cnnc2)cc1Cl | / | 12 | / | -2 | -2 | / | 11 | -1 | 0.06
CC(CCc1ccccc1)NC(=O)CN1CCN(Cc2ccc(Cl)cc2)C1=O (configuration not stated) | 94 | 15 | 93 | -1 | 2 | 102 | 5 | 2 | -0.32
N#Cc1ccc(-n2nccc2-c2cnc3n(c2=O)CCS3)cc1 | 96 | 2 | 99 | -3 | 1 | 101 | -17 | -4 | -1.1
COc1ccc(C(=O)N2CCN(S(=O)(=O)c3ccc(Cl)cc3)CC2)cc1OC | 95 | 12 | 95 | -2 | 3 | 104 | -25 | 0 | 0.72
COC(=O)c1cc(=O)nc2sc(-c3ccccc3)nn12 | 103 | 13 | 100 | -11 | 8 | 96 | 12 | -2 | -0.92
CCOc1ccc(C(C(=O)NC2CCCC2)N(Cc2ccccc2)C(=O)c2nsc(Cl)c2Cl)cc1 (configuration not stated) | / | 0 | / | 0 | -16 | / | -8 | -23 | -0.11
O=C(CCc1ccccc1)Nc1nc2n(n1)C(c1ccccc1)CC(=O)N2 (configuration not stated) | 97 | -6 | 94 | -3 | -5 | 100 | 13 | -1 | -0.55
CC1(C2(O)CC(c3ccccc3)ON2)CCCCC1 (configuration not stated) | 92 | 1 | 101 | -1 | -8 | 98 | -10 | 6 | -0.37
O=C(NCc1ccc(Cl)cc1)c1cnn2ccccc12 | 105 | 6 | 102 | -2 | 1 | 95 | -1 | 0 | -0.7
COc1cc(CO)cc(Br)c1OCC(=O)N1CCCCC1 | 94 | -3 | 93 | / | -7 | 98 | / | -6 | -0.19
CC1(C)CC(CCC(=O)Nc2ccc(S(N)(=O)=O)cc2)C(=O)O1 (configuration not stated) | 86 | 2 | 96 | / | 23 | 105 | / | 3 | -0.79
NC(=O)c1ccc(-n2nnnc2Oc2ccccc2)cc1 | 77 | 17 | 98 | -5 | 1 | 73 | 1 | -1 | -0.35
O=C(O)c1ccc(S(=O)(=O)N2CCC(c3nc(-c4ccccc4Cl)no3)CC2)cc1 | 97 | -3 | 100 | -7 | -10 | 97 | 1 | -1 | /
CCCc1nn(C)c2c1C(c1cccnc1)C(C#N)=C(N)O2 (configuration not stated) | 90 | -4 | 99 | -5 | -5 | 107 | 24 | 3 | -0.89
Cc1ccccc1NC(=O)N1CCCC(c2nc(-c3ccc(F)cc3)no2)C1 (configuration not stated) | 90 | 18 | 101 | -3 | 6 | 95 | 10 | 4 | 3*
COc1ccccc1NC(=O)Nc1nnc(-c2ccco2)s1 | / | 11 | / | -1 | 2 | / | 7 | -9 | /
O=c1ccc2cc(S(=O)(=O)N3CCOCC3)ccc2o1 | 96 | 2 | 95 | 1 | -3 | 103 | -5 | 2 | 0.025
CCOC(=O)C1=C(CN2CCc3ccccc32)NC(=O)NC1c1cccc([N+](=O)[O-])c1 (configuration not stated) | 16* | 1 | 66 | 0 | -8 | 68 | -14 | -8 | 1.5
CCC(c1nnnn1C(C)(C)C)N(CCOC)Cc1cc2cccc(C)c2n2nnnc12 (configuration not stated) | 76 | 0 | 89 | -2 | -8 | 90 | -7 | -2 | -0.27
CCC(=O)Nc1cc2c(cc1C(=O)c1ccccc1)OCCO2 | / | 0 | / | -8 | 23 | / | 5 | 2 | 0.073
COc1ccccc1-c1cnnc(N/N=C/c2ccc(-c3cccc(Br)c3)o2)n1 | 71 | / | 99 | -5 | / | 79 | -9 | / | -0.26
COc1cc2c(cc1NC(=O)c1cc(-c3cccnc3)nc3ccc(C)cc13)oc1ccccc12 | / | 2 | / | -6 | -13 | / | 14 | -12 | -0.0097
COC(=O)c1cccc(C(=O)Nc2ccc(C)cc2)n1 | 79 | 8 | 99 | -4 | 5 | 83 | 19 | 5 | 0.0049
CC(C)C[C@H](NC(=O)OC(C)(C)C)c1nnc(SCc2ccccc2)o1 | 98 | 0 | 96 | 0 | -3 | 99 | -16 | -14 | 0.35
COc1cccc(NC(=O)c2nc3ncccn3n2)c1 | 82 | 0 | 100 | -7 | 2 | 87 | 20 | 1 | 0.72
CC(=O)n1cc(/C=N/NC(=O)c2sc(C)nc2C)c2ccccc21 | 22* | -4 | 89 | -2 | 3 | 84 | 10 | 2 | /
Cc1sc2ncnc(N3CCCCC3)c2c1C | 101 | 9 | 93 | -5 | 1 | 91 | -1 | 8 | -0.12
CCCOc1ccc(C(=O)C(c2ccccc2)N2CCOCC2)cc1 (configuration not stated) | 95 | 11 | 99 | -5 | -7 | 103 | 2 | 3 | -1.3
O=C(O)Cc1ccc(NC(=O)C2CCCCC2C(=O)O)cc1 (configuration not stated) | 102 | 2 | 104 | -2 | 14 | 107 | 14 | -2 | -0.46
Cc1cccc(-c2cc(C(=O)Nc3sc(C)c(C)c3C(N)=O)c3ccccc3n2)c1 | / | -1 | / | 0 | 2 | / | -19 | -12 | /
O=C(CN1C(=O)CCC1=O)Nc1nc2c(F)cc(F)cc2s1 | 97 | / | 100 | -9 | / | 98 | -19 | / | -0.0021
c1ccc2c3c(cc(N4CCOCC4)c2c1)OC1(N2CCOCC2)CCCCC1O3 (configuration not stated) | 85 | 16 | 101 | -7 | -2 | 86 | 19 | 3 | 0.099
COc1ccc(-c2nc3n(n2)C(c2ccncc2)C(C(N)=O)=C(C)N3)cc1 (configuration not stated) | 91 | 25 | 96 | 0 | 1 | 77 | -3 | 0 | /
COc1ccc(-c2csc(Nc3ncccc3C)n2)cc1OC | 78 | -2 | 109 | -1 | 0 | 84 | -12 | 5 | 1.6
CCOC(=O)c1ccc(N2C(=O)CC(N3CCOCC3)C2=O)cc1 (configuration not stated) | 88 | 4 | 94 | 1 | -5 | 87 | -16 | 1 | 1
Cc1ccccc1Cn1ccc(NC(=O)c2cnn3c2NC(c2ccccc2)CC3C(F)(F)F)n1 (configuration not stated) | 80 | 37* | 94 | -4 | 11 | 82 | -7 | -6 | 0.45
C=CCc1c(C)nc(C)nc1N/N=C/c1ccccc1 | 98 | -1 | 99 | -3 | -3 | 102 | 2 | 7 | 0.79
C=CCn1sc(=N)c(C#N)c1N | 89 | -5 | 100 | / | 14 | 93 | / | -2 | 0.16
CCn1nnc(NC(=O)c2cc(Cl)c(OC)c(Cl)c2)n1 | 98 | -9 | 102 | -3 | -2 | 91 | 8 | 7 | 1
Cc1sc2ncnc(Sc3nnnn3-c3ccccc3)c2c1C | 0.9* | 29 | 10* | -8 | 12 | 26* | 28 | -6 | -0.34
CCCCOC(=O)c1c(C)oc2ccc(NS(=O)(=O)c3ccc4c5c(cccc35)C(=O)N4)cc12 | 80 | 16 | 95 | -5 | -1 | 83 | 4 | -6 | 0.61
O=C(NN=C1C2CC3CC(C2)CC1C3)c1ccncc1 | / | 10 | / | -3 | -1 | / | 11 | 1 | 0.78
COc1ccc2c(CC(=O)N(C)CC3COc4ccccc4O3)coc2c1 (configuration not stated) | 92 | 22 | 102 | -9 | -2 | 112 | 22 | 1 | 0.028
Cc1ccc([N+](=O)[O-])cc1N/C=C1\CCc2ccccc2C1=O | / | -2 | / | -4 | 7 | / | 25 | -2 | -0.21
Cc1c(C(=O)N2CCCC2)sc(NC(=O)c2ccccc2)c1C#N | 81 | / | 101 | -3 | / | 95 | 4 | / | 1.5
C=CCc1cccc(CNc2nc3ccccc3n2CCN2CCOCC2)c1O | 75 | 8 | 79 | -6 | -2 | 90 | -4 | -6 | 1.3
Cn1c(SCc2cccc(F)c2)nnc1-c1ccccn1 | 96 | -4 | 97 | -4 | 5 | 96 | 15 | -3 | -0.36
Cc1ccc(NC(=O)c2sccc2-n2cccc2)c(C)c1 | 110 | 11 | 96 | -4 | -3 | 121 | -13 | 13 | -0.004
O=C(O)c1cc(-c2ccncc2)nc2ccc(S(=O)(=O)N3CCOCC3)cc12 | 88 | 10 | 107 | -12 | 9 | 101 | -1 | -4 | -0.97
O=C(CSc1ccccc1)N1CCc2ccccc21 | 87 | 7 | 92 | -5 | 4 | 80 | 8 | 1 | 0.11
